hcGAS lum = inhibitors of human cGAS; recombinant h-cGAS, ATP depletion, Kinase-Glo luminescence; inhibition, % at 12.5 µM; 290,000 tested, 0.081% active;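 note: 0% = vehicle reaction and 100% = reaction without DNA for no activity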
Target sequence (Q8N884 whole entry, looked up): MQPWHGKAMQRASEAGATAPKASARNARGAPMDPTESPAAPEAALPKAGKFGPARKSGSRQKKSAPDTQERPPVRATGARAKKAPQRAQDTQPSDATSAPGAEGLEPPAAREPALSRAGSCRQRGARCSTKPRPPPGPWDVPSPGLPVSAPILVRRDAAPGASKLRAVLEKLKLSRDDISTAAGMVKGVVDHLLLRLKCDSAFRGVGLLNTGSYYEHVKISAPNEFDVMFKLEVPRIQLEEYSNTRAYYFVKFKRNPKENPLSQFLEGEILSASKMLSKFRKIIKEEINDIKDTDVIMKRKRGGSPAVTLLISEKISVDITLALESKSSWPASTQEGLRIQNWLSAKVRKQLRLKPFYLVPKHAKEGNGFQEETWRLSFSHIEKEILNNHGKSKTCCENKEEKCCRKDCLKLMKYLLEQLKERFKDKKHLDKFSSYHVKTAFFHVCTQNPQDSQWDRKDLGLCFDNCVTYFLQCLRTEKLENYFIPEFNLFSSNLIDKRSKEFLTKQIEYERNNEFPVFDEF
NPYLR7 agonist = activates Aedes aegypti NPYLR7 receptor | HEK293T NPYLR7/Galpha15, GCaMP6s calcium fluorescence | activation, % at 10 µM | AID 1259423 | 270,000 tested, 0.15% active; in the data active = activation above about 40%;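 note: 0% = vehicle and 100% = reference agonist at the receptor; some compounds past the cut are filed as inactive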
mcGAS inh = blocks mouse cGAS activity. AID 1259399. 160,000 tested, 0.15% active. recombinant cGAS, Kinase-Glo ATP depletion luminescence. inhibition, % at 12.5 µM. Q8C6L5;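 note: 0% = negative control wells and 100% = reference inhibitor with no enzyme activity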
The depositor's hits bear a star; / = no result given; & = joins results of further samples. Cut-off read from the data, not from the text of the source, unless noted: active = inhibition above about 40%; inactive = the rest.

1) CC(C)(C)c1ncc2c(n1)CN(C(=O)CNS(C)(=O)=O)C2
2) CN1CC2(CCN(C(=O)CCn3nnc4ccccc43)C2)OC1=O (configuration not stated)
3) CCCN(Cc1c(C)nn(-c2cccc(F)c2)c1N1CCN(CC)CC1)C(=O)C(C)(C)CCl
4) Cc1cccc(C)c1NC(=O)COc1cc(=O)n2cccc(C)c2n1
5) C=CCCC(O)CN(Cc1ccco1)Cc1c(C)nn(-c2ccccc2)c1Oc1ccc(Cl)cc1 (configuration not stated)
6) CC1(C(=O)Nc2ccc3c(c2)OCO3)CCN1C(=O)CC(c1ccccc1)c1ccccc1 (configuration not stated)
7) CN(C)CCN(C(=O)c1cc(Cl)sc1Cl)c1nc2ccc(F)cc2s1
8) CCCCC(CC)c1nnc(NC(=O)c2cccs2)s1 (configuration not stated)
Screen / compound no.	1	2	3	4	5	6	7	8
hcGAS lum	-2	-6	3	-5	-6	-4	2	2
NPYLR7 agonist	13	7	-24	-6	7	0	-8	-7
mcGAS inh	-8	/	0	-8	-5	-4	0	5

9) Cc1ccc(-c2cc(C(=O)N3CCCC(N(C)CCc4ccccn4)C3)n[nH]2)s1 (configuration not stated)
10) Cc1ccc(C(=O)Nc2cccc(C(F)(F)F)c2)cc1Nc1nc(-c2cccnc2)nc2c1cnn2C
11) O=C(CC(c1ccc(F)cc1)c1cn(Cc2ccccc2)c2ccc([N+](=O)[O-])cc12)N1CCC2(CC1)OCCO2 (configuration not stated)
12) O=C(CNC(=O)C1COc2ccccc2O1)N=Nc1c(O)[nH]c2ccccc12 (configuration not stated)
13) Cc1cc(O)cc(=O)n1C(C)C(=O)NC1(c2ccc(Br)cc2)CC1 (configuration not stated)
14) Cc1c(C(=O)NC2CCCCC2)c(C(F)(F)F)nn1C1CCCN(C)C1 (configuration not stated)
15) CN(C)CCCN(C(=O)c1ccc([N+](=O)[O-])s1)c1nc2cc3c(cc2s1)OCO3
16) COC(=O)CSc1nc(-c2ccccc2)cc(-c2cccc(F)c2)c1C#N
Screen / compound no.	9	10	11	12	13	14	15	16
hcGAS lum	-3	-12	-4	-4	-8	-7	-1	-2
NPYLR7 agonist	10	-4	/	-4	6	13	0	0
mcGAS inh	-5	-9	-5	/	-16	/	1	-7

17) CCSc1ncnc2c1nnn2C
18) COc1cccc(C(=O)NC(C(=O)N2CCOCC2)C2CCN(C(=O)c3ccco3)CC2)c1 (configuration not stated)
19) COC(=O)Cc1cnc(NC(=O)CN2CCCCC2c2cccnc2)s1 (configuration not stated)
20) Cc1ccc(COc2ccc(CNCCO)cc2)cc1
21) Cc1cccc(-c2cc(N)n(-c3ccc(C(=O)N4CCOCC4)cc3)n2)c1
22) NC(=O)CSc1nc(=O)n(CCO)c2c1CCCC2
23) Cc1cccc(N2CCC(N3CCN(C4CCCCC4)C(CCO)C3)CC2)c1C (configuration not stated)
24) CCCCn1c(C2CC(=O)N(c3ccccc3F)C2)nc2ccccc21 (configuration not stated)
Screen / compound no.	17	18	19	20	21	22	23	24
hcGAS lum	-6	3	-6	-3	-3	-6	-2	-4
NPYLR7 agonist	0	-1	20	2	-10	-6	0	-2
mcGAS inh	/	0	/	/	-3	-6	/	/

Some entries already given, showing only hcGAS lum:
# | smiles | hcGAS lum
6 | CC1(C(=O)Nc2ccc3c(c2)OCO3)CCN1C(=O)CC(c1ccccc1)c1ccccc1 (configuration not stated) | -4
7 | CN(C)CCN(C(=O)c1cc(Cl)sc1Cl)c1nc2ccc(F)cc2s1 | 2

Carrying on:
25) O=C(NCc1ccc2c(c1)OCO2)c1coc(COc2cccc(F)c2F)n1
26) CCOC(=O)c1ccc(CNc2nncc(-c3ccccc3F)n2)o1
27) O=C(NC(C(=O)N1CCCC1)C1CCN(C(=O)c2cccc(Br)c2)CC1)c1cccs1 (configuration not stated)
28) Cc1cc(NNS(=O)(=O)c2ccc(Cl)c(Cl)c2)n2ncnc2n1
29) CCCCCCCOc1ccc(C(=O)N2CCC(c3cn(CCOCC)c4ccccc34)CC2)cc1
30) Cc1c(C(=O)N2CCCCCC2)sc2nc(-c3ccccc3)cn12
31) CC1=NOC(Cc2ccccc2)C(=O)N1Cc1ccc(C)cc1 (configuration not stated)
32) N#CCSc1n[nH]c(CCc2nc(SCC#N)n[nH]2)n1
Screen / compound no.	25	26	27	28	29	30	31	32
hcGAS lum	-12	1	0	-4	-5	-8	-2	-3
NPYLR7 agonist	20	-3	8	-9	3	-1	8	-2
mcGAS inh	/	/	-3	/	-5	-7	/	/

33) COc1ccc(-c2ccc(=O)n(CCNS(=O)(=O)c3ccc(OC)cc3OC)n2)cc1
34) COc1ccccc1N1CCN(c2ccc(NC(=O)c3ccc(Cl)cc3)cc2C(=O)NC2CCCCC2)CC1
35) CC(Oc1ccccc1F)C(=O)NNC(=O)COc1ccccc1C#N (configuration not stated)
36) Nn1cnnc1N/N=C\c1cc([N+](=O)[O-])c(Cl)cc1Cl
37) CCC(O)CN(Cc1ccccc1)Cc1cccn1Cc1ccc(F)cc1 (configuration not stated)
38) COCCn1c(N/N=C\c2ccc(Cl)cc2)nc2c1c(=O)[nH]c(=O)n2C
39) CCCSc1ncccc1C(=O)N1CCN(CCCOC(c2ccc(Cl)cc2)c2ccc(Cl)cc2)CC1
40) Cc1ccc2cccc(OC(=O)c3ccc(Br)o3)c2n1
Screen / compound no.	33	34	35	36	37	38	39	40
hcGAS lum	-4	-5	-1	2	-7	-2	1	-4
NPYLR7 agonist	-2	18	-7	-8	-4	10	5	-5
mcGAS inh	-9	-5	/	/	-5	-7	0	-4

41) CC(C)CC(=O)N1Cc2ccccc2CC1C(=O)NC1CCCc2occc21 (configuration not stated)
42) CC(Cn1cncn1)NCc1cn(C)nc1-c1ccc(Oc2ccccc2)cc1 (configuration not stated)
43) COc1ccc(OC)c(NC(=O)N(C)C2CCN(C)CC2)c1
44) Cc1cccc(-n2ncc3c(=O)[nH]c(-n4nc(C)cc4NC(=O)c4ccco4)nc32)c1
45) COc1ccc(COC(=O)C2=C(C)NC3=C(C(=O)CCC3)C2c2ccc(OC)c(O)c2)cc1 (configuration not stated)
46) COc1ccc(Br)cc1S(=O)(=O)NCc1ccc(C)cc1
47) COCCOc1nc(-c2ccccc2F)n(-c2cccc(NC(=O)c3cccc(OC)c3)c2)n1
48) O=C(Nc1ccc(S(=O)(=O)N2CCCC2)cc1)c1ccc2ncsc2c1
Screen / compound no.	41	42	43	44	45	46	47	48
hcGAS lum	-5	-2	-3	-7	-3	0	7	7
NPYLR7 agonist	3	6	-6	/	-8	0	-11	-2
mcGAS inh	/	-3	-3	-9	0	/	-1	-2

49) CC(=O)c1ccc(C(=O)N2CCCC(Nc3ccc4c(c3)OCCO4)C2)s1 (configuration not stated)
50) O=C1OC(Nc2ccc(Br)cc2)c2ccccc21 (configuration not stated)
51) CCN(CC(=O)NC(C)(C)C)CC(O)c1ccccc1Cl (configuration not stated)
52) CCOC(=NC1CCCc2ccccc21)NC(=O)c1ccc(F)cc1 (configuration not stated)
53) Cc1cc2oc(=O)cc(Cn3ccnc3)c2cc1C
54) O=C1c2cccn2CCC1C(O)c1cc[n+](Cc2ccccc2)cc1 (configuration not stated)
55) CC(C)c1cc(=O)[nH]c(-n2nc(-c3cccs3)cc2NC(=O)c2ccc(F)c(F)c2)n1
56) CC(C)CN1CC(C(=O)N2CCC(Nc3ncccn3)CC2)CC1=O (configuration not stated)
Screen / compound no.	49	50	51	52	53	54	55	56
hcGAS lum	-8	-12	4	-5	-2	-13	4	-7
NPYLR7 agonist	2	13	1	10	-2	0	5	12
mcGAS inh	/	-3	/	-6	-7	/	/	/

57) Cc1nc(NCC(=O)OCC(=O)OC(C)(C)C)c2c(C)c(C)sc2n1
58) CC(=NNc1nc(C)cc(C)n1)c1ccc2c(c1)OCO2
59) COc1ccccc1CNC(=O)CC1C(=O)NCCN1Cc1ccccc1C (configuration not stated)
60) N#CC(C#N)=C1c2cc(S(=O)(=O)NCCO)ccc2-c2ccc(S(=O)(=O)NCCO)cc21
61) O=C(COc1ccc(Cl)cc1)NC(Cc1ccccc1)C(=O)Nc1nnc(-c2cccc(Cl)c2)s1 (configuration not stated)
62) CSc1ccccc1C(=O)N1CCCC(CNC(=O)c2ccccc2Cl)C1 (configuration not stated)
63) Cc1nnc2ccc(N3CCN(C(=O)Nc4ccccc4)CC3)nn12
64) CC(Nc1cc(N2CCNCC2)ccc1[N+](=O)[O-])C12CC3CC(CC(C3)C1)C2 (configuration not stated)
Screen / compound no.	57	58	59	60	61	62	63	64
hcGAS lum	-1	-5	-3	1	-4	-1	-3	4
NPYLR7 agonist	1	1	-2	-1	0	10	3	4
mcGAS inh	-11	/	/	/	-3	/	-8	/

Grouped by structure, the entries above with a furan ring, fused or not
5) C=CCCC(O)CN(Cc1ccco1)Cc1c(C)nn(-c2ccccc2)c1Oc1ccc(Cl)cc1 (configuration not stated)
18) COc1cccc(C(=O)NC(C(=O)N2CCOCC2)C2CCN(C(=O)c3ccco3)CC2)c1 (configuration not stated)
26) CCOC(=O)c1ccc(CNc2nncc(-c3ccccc3F)n2)o1
40) Cc1ccc2cccc(OC(=O)c3ccc(Br)o3)c2n1
41) CC(C)CC(=O)N1Cc2ccccc2CC1C(=O)NC1CCCc2occc21 (configuration not stated)
44) Cc1cccc(-n2ncc3c(=O)[nH]c(-n4nc(C)cc4NC(=O)c4ccco4)nc32)c1
Screen / compound no.	5	18	26	40	41	44
hcGAS lum	-6	3	1	-4	-5	-7
NPYLR7 agonist	7	-1	-3	-5	3	/
mcGAS inh	-5	0	/	-4	/	-9

Additional compounds follow.
65) CC12C(=O)N(c3nccs3)C(=O)C1C1C=CC2C1 (configuration not stated)
66) Cn1cc(CN2CCSCC2)c(-c2ccc3c(c2)OCCO3)n1
67) C=C(C)CNC(=O)CC1C(=O)NCCN1Cc1ccccc1C(F)(F)F (configuration not stated)
68) C=C(C)Cn1c(C(C)O)nc2ccccc21 (configuration not stated)
69) CCn1c(C2CCCNC2)nn(Cc2c(F)ccc(C)c2Cl)c1=O (configuration not stated)
70) COc1ccc(-c2cc(CC(=O)N3CCCCCC3)no2)cc1OC
71) O=C(CSc1nc2c(c(=O)n1-c1ccccc1)SCC2)OCc1ccccc1
72) COCCCN(CC(=O)N1CCc2sccc2C1COc1ccccc1OC)C(=O)C1CCCC1 (configuration not stated)
Screen / compound no.	65	66	67	68	69	70	71	72
hcGAS lum	-8	-4	-3	-4	-6	-5	-4	-8
NPYLR7 agonist	6	-1	2	5	14	0	-1	-4
mcGAS inh	/	-3	/	/	-17	-6	/	-8

73) Cc1nn(C)c2ncc(C(=O)N(C)Cc3ccccc3)cc12
74) CC(=O)Nc1ccc(C(=O)Nc2ccccc2N)cc1
75) CC(C)NC(=O)CSc1nnc(N)s1
76) Cc1ccc(C(=O)N2CCCN(C(=O)OC(C)(C)C)CC2)cc1S(C)(=O)=O
77) COc1ccc2oc(=Nc3ccc(-c4ccccc4)cc3)c(-c3nc4ccccc4[nH]3)cc2c1
78) COCCN1CCCC(O)(CNC2CCN(c3ccccc3F)CC2)C1=O (configuration not stated)
79) Cn1c(=O)c2c(nc3n(CCN4CCOCC4)c(-c4cccs4)cn23)n(C)c1=O
80) Cc1cc(=O)n2nc(CN3CC(C(=O)N4CCOCC4)Oc4ccccc43)sc2n1 (configuration not stated)
Screen / compound no.	73	74	75	76	77	78	79	80
hcGAS lum	-3	-6	4	3	-1	-9	-6	0
NPYLR7 agonist	7	-2	2	-2	-4	0	5	10
mcGAS inh	-12	-11	/	/	/	-8	/	/

81) CC#CC(=O)N1CCCC(CCc2ccc(OC)cc2)C1 (configuration not stated)
82) CCCCCN(Cc1cccn1Cc1cccc(C(F)(F)F)c1)C(=O)CN(CC)C(=O)c1cccc(F)c1
83) CN(Cc1ccc(Br)cc1)CN1C(=O)C2CCC1C2 (configuration not stated)
84) Cc1cnc(C(=O)N2CCOC(CCCc3ccccc3)C2)cn1 (configuration not stated)
85) COc1ccc(CC(=O)N2CCC(CCC(=O)Nc3ccccc3)CC2)cc1
86) O=C(c1ccsc1)N1CCCN(C(=O)c2ccccc2OC2CCCC2)CC1
87) O=C1CC(c2ccco2)Cc2nc(NC3CCCC3)ncc21 (configuration not stated)
88) Cn1ccnc1CN(C(=O)c1ccc(NC(=O)C2CCC2)cc1)C1CC1
89) CC(C)C(=O)NCCCn1nc(-c2cccs2)ccc1=O
90) COc1ccc(CC2CCN(C(=O)c3ccc(OC)c(OC)c3)CC2)cc1
Screen / compound no.	81	82	83	84	85	86	87	88	89	90
hcGAS lum	-8	-7	-5	0	-8&-4	-5	-3	-2	-5	-5
NPYLR7 agonist	6	-5	9	-1	1	0	-1	-6	1	1
mcGAS inh	/	-5	/	/	/	-10	/	-13	/	-5

High-throughput results: PubChem, Fisher Drug Discovery Resource Center

Not a hit list; 0.27% or so of the library scored in one or more.
